Compound activity as filed in PubChem BioAssay.
hcDAF12 agonist = H. contortus DAF-12 activation, primary screen | AID 652067 | HEK293 hcDAF-12 lit1-tk-luc reporter, luminescence; 0% DMSO, 100% Δ7-dafachronic acid | activation, % at 6.8 µM | actives 1.4% (n = 370,000);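 active = activation above the mean of all tested compounds plus 3 SD, cut at about 5.5% in these data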;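 also: 100% = response to 3 µM Δ7-dafachronic acid high control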
ADAM10 inh = ADAM10 inhibition, QFRET primary screen | actives 0.62% (n = 370,000) | inhibition, % at 7 µM | recombinant ADAM10, EDANS/DABCYL FRET peptide cleavage, 3 h | AID 720582 | O14672;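 active = inhibition above a per-campaign cutoff equal to the mean of compounds falling between control-based bounds plus 3 SD, cut at about 20% in these data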;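 also: 0% = DMSO wells while the 100% control is not disclosed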
Target sequence (O14672 214-748 limits assumed): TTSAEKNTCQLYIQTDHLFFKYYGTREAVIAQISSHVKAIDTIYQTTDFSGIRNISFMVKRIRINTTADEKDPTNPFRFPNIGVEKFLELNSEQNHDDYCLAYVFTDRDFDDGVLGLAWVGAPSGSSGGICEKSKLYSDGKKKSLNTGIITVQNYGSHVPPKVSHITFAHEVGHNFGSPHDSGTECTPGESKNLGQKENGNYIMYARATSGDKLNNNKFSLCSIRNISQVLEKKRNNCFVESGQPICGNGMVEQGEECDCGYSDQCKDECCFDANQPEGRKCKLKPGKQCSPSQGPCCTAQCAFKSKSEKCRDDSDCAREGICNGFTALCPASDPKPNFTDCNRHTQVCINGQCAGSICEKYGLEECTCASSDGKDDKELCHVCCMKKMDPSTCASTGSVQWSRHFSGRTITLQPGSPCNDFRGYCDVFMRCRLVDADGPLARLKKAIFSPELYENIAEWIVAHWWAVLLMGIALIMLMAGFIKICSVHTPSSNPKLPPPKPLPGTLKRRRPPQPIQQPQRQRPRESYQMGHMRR
ADAM17 inh = inhibitors of human ADAM17; P78536; recombinant ADAM17, EDANS/DABCYL FRET peptide cleavage; inhibition, % at 6.95 µM; actives 0.83% (n = 370,000); AID 720648;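 active = inhibition above the mean of compounds lying between control limits plus 3 SD, set per campaign, cut at about 8.5% in these data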;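 also: 0% = DMSO-only wells as the low control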
FXN GAA850 act = increases GAA850 frataxin promoter reporter activity; HEK293 lucGAA850 FXN promoter luciferase reporter, 24 h; percent of 10 µM SAHA response; activation, % at 6 µM; actives 0.56% (n = 360,000); AID 540364;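 active = activation above the average of all compounds screened plus 3 SD, cutoff fixed separately per campaign, cut at about 7.5% in these data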;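 also: 0% = DMSO wells and 100% = 10 µM SAHA wells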
hgDAF12 agonist = activates the H. glycines DAF-12 receptor ligand-binding domain | HEK293 GAL4-hgDAF12 UAS-luciferase reporter, agonist luminescence; normalized to butyrate control | activation, % at 6.8 µM | actives 1.8% (n = 370,000);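 active = activation above a cutoff set at the mean of all screened compounds plus 3 SD, cut at about 10% in these data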;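 also: 0% = DMSO wells and 100% = sodium butyrate wells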
PLC-beta3 inh = blocks human PLC-beta3 enzyme activity; inhibition, % at 12.2 µM; actives 0.18% (n = 370,000); Q01970; Purified PLC-beta3, fluorogenic substrate, fluorescence; in the data active = inhibition above about 11%;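 also: 0% = median of compound wells on plate and 100% = full blocker control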
DAX1 inh-1 = inhibits human nuclear receptor DAX1; HEK293 Gal4-DAX1 luciferase reporter, luminescence; actives 0.99% (n = 340,000); AID 504766; inhibition, % at 6.75 µM;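 active = inhibition above the mean over all tested compounds plus 3 SD, cut at about 4.2% in these data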;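 also: 0% = DAX1-transfected cells with DMSO and 100% = empty-vector control cells with DMSO; inhibition shows as a rise in luminescence from relieved DAX1 repression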
Target sequence (P51843 207-470 limits assumed): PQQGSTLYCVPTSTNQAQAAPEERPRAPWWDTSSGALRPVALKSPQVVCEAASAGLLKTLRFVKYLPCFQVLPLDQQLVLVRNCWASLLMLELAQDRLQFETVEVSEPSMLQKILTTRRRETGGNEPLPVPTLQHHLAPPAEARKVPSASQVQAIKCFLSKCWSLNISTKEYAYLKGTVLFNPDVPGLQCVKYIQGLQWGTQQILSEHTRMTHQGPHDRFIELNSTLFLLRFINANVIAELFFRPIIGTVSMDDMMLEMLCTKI
sPLA2-III inh = Blocks human group III sPLA2 activity. Q9NZ20. QFRET BODIPY PC-A2 liposome hydrolysis, fluorescence. inhibition, % at 12.2 µM. actives 0.56% (n = 370,000);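 active = inhibition above mean plus 3 SD of compounds lying within the high and low control bounds, cut at about 19% in these data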;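 also: 0% = median of test compound wells and 100% = no enzyme DMSO wells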
ssDAF12 agonist = activators of S. stercoralis DAF-12 nuclear receptor | HEK293 ssDAF-12/GRIP1 lit1-tk-luc reporter, luminescence; % of 3 µM dafachronic acid response | activation, % at 6.8 µM | actives 1% (n = 370,000);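 active = activation above the mean over all tested compounds plus 3 SD, cut at about 0.9% in these data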;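 also: 0% = DMSO-only wells and 100% = 3 µM delta7-dafachronic acid wells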
DAX1 inh-2 = inhibitors of DAX1 repression of SF-1 activated StAR promoter; HEK293T StAR-luciferase reporter, SF-1/DAX-1 repression relief; inhibition, % at 6.8 µM; actives 1.1% (n = 370,000); AID 652010;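 active = inhibition above the mean over all tested compounds plus 3 SD, cut at about 3.6% in these data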;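 also: 0% = DAX-1 cells with DMSO and 100% = cells lacking DAX-1 with DMSO; higher inhibition means more luminescence from relief of DAX-1 repression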
PLC-gamma1 inh = PLC-gamma1 (human) inhibition, primary screen; purified PLC-gamma1, fluorogenic substrate, fluorescence; inhibition, % at 12.2 µM; P19174; actives 0.84% (n = 370,000); in the data active = inhibition above about 9.5%
* = called active by the depositor. Not a hit list; 6.9% or so of the library scored in one or more.

Results for C/C(CC(=O)Nc1ccc(Cl)cc1C(F)(F)F)=N\NC(=O)c1ccccn1 ?
hcDAF12 agonist: 3.7; ADAM10 inh: 15.2; ADAM17 inh: 4.9; FXN GAA850 act: 4.9; hgDAF12 agonist: 15.4*; PLC-beta3 inh: -3.0; DAX1 inh-1: -0.1; sPLA2-III inh: -7.5; ssDAF12 agonist: -0.1; DAX1 inh-2: 2.3; PLC-gamma1 inh: 1.6

What do the screens show for `CC(=O)Nc1ccc(NC(=O)Cn2c(=O)n(-c3ccccc3)c(=O)c3oc4ccccc4c32)cc1`?
hcDAF12 agonist: 0.2; ADAM10 inh: -8.2; ADAM17 inh: -4.2; FXN GAA850 act: 0.6; hgDAF12 agonist: 2.1; PLC-beta3 inh: -4.5; DAX1 inh-1: -0.4; sPLA2-III inh: 2.9; ssDAF12 agonist: -0.8; DAX1 inh-2: -0.3; PLC-gamma1 inh: 0.9

Results for CC(C)c1ccc(NC(=O)C2(C)Cc3c(-c4ccc(N(C)C)cc4)ccnc3O2)cc1 (centres undefined) ?
hcDAF12 agonist: 1.6; ADAM10 inh: -305.6; ADAM17 inh: -74.2; FXN GAA850 act: -0.7; hgDAF12 agonist: -0.6; PLC-beta3 inh: -84.7; sPLA2-III inh: 2.6; ssDAF12 agonist: -1.3; DAX1 inh-2: -0.6; PLC-gamma1 inh: -71.5

Results for Cc1ccc(C2=NN(S(=O)(=O)c3ccccc3)C(c3ccccc3O)C2)cc1 (centres undefined) ?
hcDAF12 agonist: 1.4; ADAM10 inh: 19.2; ADAM17 inh: 8.9*; FXN GAA850 act: -0.1; hgDAF12 agonist: 2.3; PLC-beta3 inh: 1.7; DAX1 inh-1: 0.6; sPLA2-III inh: -41.3; ssDAF12 agonist: 0.1; DAX1 inh-2: 0.1; PLC-gamma1 inh: 1.8

Results for CCCCNC(=O)C1C2C=CC3(CN(Cc4ccc(C)cc4)C(=O)C13)O2 (centres undefined) ?
hcDAF12 agonist: -1.7; ADAM10 inh: 1.0; ADAM17 inh: -1.6; FXN GAA850 act: 1.8; hgDAF12 agonist: 0.8; PLC-beta3 inh: 2.5; DAX1 inh-1: -0.3; sPLA2-III inh: 7.6; ssDAF12 agonist: -1.0; DAX1 inh-2: 0.1; PLC-gamma1 inh: 2.4

Results for Cc1cc(NC(=O)c2cc3ccccc3oc2=O)no1 ?
hcDAF12 agonist: 2.2; ADAM10 inh: -7.9; ADAM17 inh: -3.2; FXN GAA850 act: 0.8; hgDAF12 agonist: 1.8; PLC-beta3 inh: 1.2; DAX1 inh-1: 0.5; sPLA2-III inh: 0.5; ssDAF12 agonist: -0.9; DAX1 inh-2: 0.4; PLC-gamma1 inh: -1.1

What do the screens show for `COC(=O)C1=C(C)N(C)C(=NCC2CC2)NC1CCc1ccccc1` (centres undefined)?
hcDAF12 agonist: -1.0; ADAM10 inh: -0.7; ADAM17 inh: 2.3; hgDAF12 agonist: -0.1; PLC-beta3 inh: 3.8; sPLA2-III inh: 1.7; ssDAF12 agonist: -0.6; DAX1 inh-2: -0.1; PLC-gamma1 inh: 3.2

How did O=[N+]([O-])c1ccc(F)cc1F do in these assays?
hcDAF12 agonist: -0.8; ADAM10 inh: -4.9; ADAM17 inh: -1.5; FXN GAA850 act: -0.5; hgDAF12 agonist: 1.6; PLC-beta3 inh: -0.6; DAX1 inh-1: 0.9; sPLA2-III inh: 0.0; ssDAF12 agonist: -1.2; DAX1 inh-2: 0.6; PLC-gamma1 inh: 2.5

Results for CCOc1ccc(NC(=O)C(CC(=O)O)Cc2ccc(Br)cc2)cc1 (centres undefined) ?
hcDAF12 agonist: 1.0; ADAM10 inh: -9.3; ADAM17 inh: -2.6; FXN GAA850 act: 2.1; hgDAF12 agonist: 2.4; PLC-beta3 inh: -4.2; DAX1 inh-1: 1.4; sPLA2-III inh: -4.0; ssDAF12 agonist: -0.4; DAX1 inh-2: 0.4; PLC-gamma1 inh: -0.9

What do the screens show for `Cc1ccc(-c2csc(NC(=O)c3cccc([N+](=O)[O-])c3C(=O)O)n2)cc1`?
hcDAF12 agonist: -0.5; ADAM10 inh: 9.0; ADAM17 inh: 0.8; FXN GAA850 act: 1.1; hgDAF12 agonist: -1.2; PLC-beta3 inh: -5.1; DAX1 inh-1: -0.9; sPLA2-III inh: -1.6; ssDAF12 agonist: -1.7; DAX1 inh-2: 0.2; PLC-gamma1 inh: 1.8

How did CC(C)Cc1ccc(S(=O)(=O)NCC2CCCO2)cc1 (centres undefined) do in these assays?
hcDAF12 agonist: -3.1; ADAM10 inh: 0.0; ADAM17 inh: -3.3; FXN GAA850 act: 1.2; hgDAF12 agonist: -1.5; PLC-beta3 inh: -3.7; DAX1 inh-1: 0.3; sPLA2-III inh: -2.4; ssDAF12 agonist: -1.0; DAX1 inh-2: -0.5; PLC-gamma1 inh: -1.7

How did O=C(CN1CCN(S(=O)(=O)c2ccc(Cl)cc2)CC1)NCc1cccs1 do in these assays?
hcDAF12 agonist: 1.3; ADAM10 inh: 7.2; ADAM17 inh: 2.7; FXN GAA850 act: 1.6; hgDAF12 agonist: 1.8; PLC-beta3 inh: -2.0; DAX1 inh-1: 0.6; sPLA2-III inh: -7.9; ssDAF12 agonist: -0.2; DAX1 inh-2: 2.0; PLC-gamma1 inh: 3.4

Results for O=S(=O)(c1ccc(Cl)c(NC(=S)Nc2cccc(O)c2)c1)N1CCOCC1 ?
hcDAF12 agonist: -0.6; ADAM10 inh: -1.9; ADAM17 inh: -3.0; FXN GAA850 act: 0.1; hgDAF12 agonist: -0.9; PLC-beta3 inh: 0.4; DAX1 inh-1: 1.3; sPLA2-III inh: 2.5; ssDAF12 agonist: -1.4; DAX1 inh-2: 0.4; PLC-gamma1 inh: 3.3

How did CCOC(=O)c1ccc(COC(=O)c2cc(=O)[nH]c3ccccc23)o1 do in these assays?
hcDAF12 agonist: 0.9; ADAM10 inh: -65.8; ADAM17 inh: -23.5; FXN GAA850 act: -0.9; hgDAF12 agonist: 0.2; PLC-beta3 inh: -104.8; DAX1 inh-1: 1.3; sPLA2-III inh: -5.2; ssDAF12 agonist: -1.3; DAX1 inh-2: -0.2; PLC-gamma1 inh: -81.0

What do the screens show for `CN(C(=O)Cn1nnc(-c2cccc(C(F)(F)F)c2)n1)C1CCCCC1`?
hcDAF12 agonist: -1.7; ADAM10 inh: -12.1; ADAM17 inh: -5.7; FXN GAA850 act: -0.8; hgDAF12 agonist: 0.1; PLC-beta3 inh: 1.2; DAX1 inh-1: -0.2; sPLA2-III inh: -0.9; ssDAF12 agonist: -0.1; DAX1 inh-2: -0.1; PLC-gamma1 inh: 1.4

How did O=S(=O)(NCCSc1ccccc1)c1ccc2c(c1)OCCO2 do in these assays?
hcDAF12 agonist: -2.5; ADAM10 inh: 9.4; ADAM17 inh: -2.0; FXN GAA850 act: 0.4; hgDAF12 agonist: 1.6; PLC-beta3 inh: -1.2; DAX1 inh-1: 2.3; sPLA2-III inh: -19.2; ssDAF12 agonist: -1.1; DAX1 inh-2: 0.0; PLC-gamma1 inh: 1.2

What do the screens show for `Cc1ccc2oc(C(=O)N3CCC(N4CCSCC4)CC3)c(C)c2c1`?
hcDAF12 agonist: -0.8; ADAM10 inh: 8.4; ADAM17 inh: -0.7; FXN GAA850 act: 1.2; hgDAF12 agonist: 0.4; PLC-beta3 inh: 1.2; DAX1 inh-1: 0.8; sPLA2-III inh: -0.1; ssDAF12 agonist: -0.5; DAX1 inh-2: 0.2; PLC-gamma1 inh: 3.0

What do the screens show for `Cc1csc(NC(=O)c2cccc(S(=O)(=O)N3CCN(C)CC3)c2)n1`?
hcDAF12 agonist: -0.4; ADAM10 inh: 1.2; ADAM17 inh: -5.1; FXN GAA850 act: -0.3; hgDAF12 agonist: 1.7; PLC-beta3 inh: -6.6; DAX1 inh-1: 1.0; sPLA2-III inh: 2.6; ssDAF12 agonist: -0.8; DAX1 inh-2: 0.1; PLC-gamma1 inh: 6.4

How did CCCCNC(=O)CCn1nc(-c2ccccc2)ccc1=O do in these assays?
hcDAF12 agonist: -1.3; ADAM10 inh: -1.8; ADAM17 inh: -3.3; FXN GAA850 act: -1.5; hgDAF12 agonist: -2.4; PLC-beta3 inh: 3.8; DAX1 inh-1: -0.8; sPLA2-III inh: 14.0; ssDAF12 agonist: -1.6; DAX1 inh-2: 0.1; PLC-gamma1 inh: -3.7

What do the screens show for `CCN(CC)CCNC(=O)c1cc(-c2ccc(Br)s2)nc2ccccc12`?
hcDAF12 agonist: 1.0; ADAM10 inh: -302.1; ADAM17 inh: -110.7; FXN GAA850 act: 1.4; hgDAF12 agonist: 0.5; PLC-beta3 inh: -166.7; DAX1 inh-1: 0.3; sPLA2-III inh: -5.3; ssDAF12 agonist: -1.2; DAX1 inh-2: -0.2; PLC-gamma1 inh: -120.0

Results for CC(C)CCNC(=O)CN(Cc1ccccc1Cl)C(=O)CCC(=O)Nc1ccccn1 ?
hcDAF12 agonist: 1.9; ADAM10 inh: -6.5; ADAM17 inh: -0.5; FXN GAA850 act: 0.3; hgDAF12 agonist: 1.3; PLC-beta3 inh: -3.6; DAX1 inh-1: -1.1; sPLA2-III inh: -3.2; ssDAF12 agonist: -1.3; DAX1 inh-2: -0.2; PLC-gamma1 inh: -0.9

How did COc1ccc(C2SCCN2C(=S)Nc2ccc(Cl)cc2)cc1 (centres undefined) do in these assays?
hcDAF12 agonist: -0.6; ADAM10 inh: -1.4; ADAM17 inh: -1.7; FXN GAA850 act: 2.6; hgDAF12 agonist: 0.5; PLC-beta3 inh: 2.8; DAX1 inh-1: 1.7; sPLA2-III inh: 3.0; ssDAF12 agonist: -1.2; DAX1 inh-2: 0.6; PLC-gamma1 inh: 2.4

What do the screens show for `COc1ccc(-c2cc(C(=O)Nc3cccc(S(=O)(=O)NCc4ccco4)c3)c3ccccc3n2)cc1OC`?
hcDAF12 agonist: -3.4; ADAM10 inh: -146.5; ADAM17 inh: -59.5; FXN GAA850 act: -7.8; hgDAF12 agonist: -2.5; PLC-beta3 inh: inactive; DAX1 inh-1: -3.7; sPLA2-III inh: -27.3; ssDAF12 agonist: -2.6; DAX1 inh-2: -2.7; PLC-gamma1 inh: -402.7

How did CCc1cc2cc(C)cc(C)c2[nH]c1=S do in these assays?
hcDAF12 agonist: 0.5; ADAM10 inh: -1.9; ADAM17 inh: -1.9; FXN GAA850 act: 1.1; hgDAF12 agonist: -2.9; PLC-beta3 inh: -1.9; DAX1 inh-1: 2.0; sPLA2-III inh: -3.5; ssDAF12 agonist: -1.9; DAX1 inh-2: -0.1; PLC-gamma1 inh: -1.3

What do the screens show for `CC(CNC(=O)c1ccc(C(C)(C)C)cc1)CN(C)C` (centres undefined)?
hcDAF12 agonist: -2.7; ADAM10 inh: -6.2; ADAM17 inh: -3.3; FXN GAA850 act: 3.2; hgDAF12 agonist: 0.2; PLC-beta3 inh: -2.1; DAX1 inh-1: 0.1; sPLA2-III inh: 5.0; ssDAF12 agonist: -1.1; DAX1 inh-2: 0.6; PLC-gamma1 inh: -0.2
